LAP4 TOR yeast: yeast TOR pathway LAP4-GFP modulation; S. cerevisiae LAP4-GFP multiplex, flow cytometry GFP, 3 h; median GFP as percent of DMSO wells; GFP response vs DMSO, % at 10 µM; 320,000 compounds, 0.34% hits;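 active = GFP response vs DMSO above a set limit, about the screen mean plus 3 SD, cut at about 150% in these data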
proCasp3 act: procaspase-3 (human) activation | activation, % at 8.5 µM | 330,000 compounds, 0.11% hits | AID 463141 | recombinant procaspase-3 D3A, Ac-DEVD-pNA absorbance 405 nm | P42574;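 active = activation above the mean of all tested compounds plus 3 SD, cut at about 21% in these data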;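 note: 0% = DMSO alone and 100% = DMSO wells spiked with extra 5 µM PC-3 D3A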
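Test system: Procaspase-3 D3A mutant; medium: Zinc-free HEPES/NaCl buffer with 0.01% Triton X-100 at pH 7.4; reagent: DEVD-pNA substrate; doses: one concentration, 8.5 µM nominal, 0.8% DMSO; times: 1 h preincubation plus 2 h reaction at 25 °C; signal: Epi-absorbance at 405 nm of released p-nitroaniline, 0 and 120 min; replicates: singlicate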
AHR act: human AHR activation | AHR-responsive luciferase reporter cells, luminescence | activation, % at 5 µM | 320,000 compounds, 2.5% hits | AID 2796; in the data active = activation above about 47%;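 note: 0% = vehicle wells and 100% = reference agonist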
procasp7 counter: counter-screen: procaspase-7 (human) activation; recombinant procaspase-7, Ac-DEVD-pNA absorbance 405 nm; D23A/D198A/D206A triple mutant, cannot self-cleave; scale: DMSO 0, 5 µM enzyme 100; 330,000 compounds, 0.093% hits; activation, % at 8.5 µM;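 active = percent activation above the screen-wide mean plus 3 SD, cut at about 25% in these data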
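Test system: Procaspase-7 triple mutant (PC-7 D3A). Also added: Ac-DEVD-pNA substrate, 400 µM as added. Schedule: 1 h enzyme–compound preincubation and 2 h substrate reaction, both 25 °C. Signal: p-Nitroaniline absorbance at 405 nm, read at 0 and 120 min. Control set: low DMSO alone, high DMSO plus 5 µM PC-7.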
MEP2-GFP yeast: modulators of TOR pathway MEP2-GFP in S. cerevisiae; S. cerevisiae MEP2-GFP strain, flow cytometry GFP, 3 h; 100% = DMSO control level; GFP response vs DMSO, % at 10 µM; 330,000 compounds, 0.51% hits;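 active = GFP response versus DMSO above a set limit, roughly screen mean plus 3 SD, cut at about 180% in these data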;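 note: median GFP fluorescence of the barcode-gated MEP2-GFP cells per well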
RPL19A-GFP yeast: yeast TOR pathway RPL19A-GFP modulation. percent response vs DMSO, % at 10 µM. AID 2025. 330,000 compounds, 0.3% hits. S. cerevisiae RPL19A-GFP strain, flow cytometry, 3 h; stronger effect = lower value;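 active = percent response vs DMSO below 50%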;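 note: median channel GFP fluorescence of the barcoded RPL19A-GFP strain; ratio of sample median GFP to plate DMSO average so 100% = DMSO; lower means less RPL19A-GFP as with rapamycin TOR inhibition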
EBNA-1 inh: blocks EBNA-1 binding to DNA | EBNA-1 DNA binding, fluorescence polarization | inhibition, % at 14.8 µM | 300,000 compounds, 0.34% hits | AID 1950; in the data active = inhibition above about 28%
ZTA DNA inh: blocks Epstein-Barr virus ZTA, an EBNA-1 counter-screen. ZTA-DNA binding, fluorescence polarization. inhibition, % at 11 µM. 320,000 compounds, 0.15% hits. AID 2234; in the data active = inhibition above about 33%
The depositor's hits bear a star.

Start of the listing, in advance, 5 compounds:
SMILES | LAP4 TOR yeast | proCasp3 act | AHR act | procasp7 counter | MEP2-GFP yeast | RPL19A-GFP yeast | EBNA-1 inh | ZTA DNA inh
c1nc2nc3c(c(N4CCNCC4)n2n1)CCCC3 | 105 | 8 | 0 | 7 | 101 | 99 | 5 | 7
CCOc1cc2c(cc1OCC)-n1cccc1C(c1ccc(OC)cc1)NC2 (configuration not stated) | 111 | 4 | -1 | -12 | 112 | 105 | -7 | -3
CC(C)(C)C(=O)NC1CCSC1=O (configuration not stated) | 97 | -4 | 1 | -7 | 96 | 97 | -11 | -5
COc1ccc(C2SCC(=O)Nc3c2c(C)nn3-c2ccccc2)cc1OC (configuration not stated) | 97 | -1 | 0 | 2 | 98 | 102 | -4 | -10
O=C(Cc1ccc(N(CCCl)CCCl)cc1)NC(Cc1ccc(Cl)cc1)C(=O)O (configuration not stated) | 97 | -11 | -1 | -5 | 121 | 94 | -6 | 6

Main list, from the start:
SMILES | LAP4 TOR yeast | proCasp3 act | AHR act | procasp7 counter | MEP2-GFP yeast | RPL19A-GFP yeast | EBNA-1 inh | ZTA DNA inh
c1nc2nc3c(c(N4CCNCC4)n2n1)CCCC3 | 105 | 8 | 0 | 7 | 101 | 99 | 5 | 7
CCOc1cc2c(cc1OCC)-n1cccc1C(c1ccc(OC)cc1)NC2 (configuration not stated) | 111 | 4 | -1 | -12 | 112 | 105 | -7 | -3
CC(C)(C)C(=O)NC1CCSC1=O (configuration not stated) | 97 | -4 | 1 | -7 | 96 | 97 | -11 | -5
COc1ccc(C2SCC(=O)Nc3c2c(C)nn3-c2ccccc2)cc1OC (configuration not stated) | 97 | -1 | 0 | 2 | 98 | 102 | -4 | -10
O=C(Cc1ccc(N(CCCl)CCCl)cc1)NC(Cc1ccc(Cl)cc1)C(=O)O (configuration not stated) | 97 | -11 | -1 | -5 | 121 | 94 | -6 | 6
CCOP(=S)(OCC)SCC(=O)NC(C(=O)O)C(C)C (configuration not stated) | 105 | 5 | 2 | -5 | 98 | 98 | 0 | -3
COc1ccc(C2C(C(=O)N3CCC4(CC3)OCCO4)CC(=O)N2c2ccc(OC)cc2)cc1 (configuration not stated) | 102 | 1 | 3 | -3 | 105 | 103 | -3 | -2
NNP(=O)(CC(=O)c1ccccc1)c1ccccc1 (configuration not stated) | 108 | -4 | 1 | 9 | 97 | 100 | 8 | 3
CN(C)CCN(C(=O)COc1ccc(Cl)cc1)c1nc2cc3c(cc2s1)OCO3 | 94 | 1 | 5 | -3 | 94 | 99 | -10 | -2
CCN(CC)Cc1c[nH]c2ccccc12 | 108 | 1 | 22 | -1 | 105 | 102 | -6 | -11
Cc1cc(OCC(=O)O)c2c3c(c(=O)oc2c1)CCCC3 | 112 | -7 | 1 | 3 | 103 | 96 | 8 | -11
CC(=O)OC[C@]12CCC(C)=C[C@H]1O[C@@H]1[C@H](O)[C@@H](OC(C)=O)[C@@]2(C)[C@]12CO2 | 98 | 5 | -3 | 11 | 102 | 97 | -2 | 14
COc1ccc(Cn2c(O)c(C=Nc3c(C)n(C)n(-c4ccccc4)c3=O)c(=O)[nH]c2=O)cc1 | 94 | 9 | 2 | -13 | 103 | 103 | -12 | -1
COc1ccc(CNC(=O)CCC(=O)N2C[C@H]3C[C@H](C2)c2cccc(=O)n2C3)cc1 | 100 | -2 | 0 | 3 | 102 | 96 | 7 | 8
CN(C)P1(N(C)C)=NC(C(F)(F)F)=NC(C(F)(F)F)=N1 | 99 | 0 | 1 | -2 | 103 | 97 | -11 | -30
O=C(c1c[nH]c2ccc(S(=O)(=O)N3CCC4(CC3)OCCO4)cc2c1=O)N1CCC2(CC1)OCCO2 | 103 | 5 | -1 | 0 | 108 | 106 | 0 | -1
O=c1[nH]c(=S)n(CCC2=CCCCC2)c(O)c1C=NCCCn1ccnc1 | 87 | 9 | 11 | 10 | 99 | 99 | -1 | -5
Cc1ccc2c(c1)N(C(=O)CCC(=O)N1CCC3(CC1)OCCO3)CC(C)O2 (configuration not stated) | 110 | 1 | -1 | 5 | 98 | 101 | 11 | 4

4 compounds already listed, ordered by length of the SMILES, low to high.
SMILES | LAP4 TOR yeast | proCasp3 act | AHR act | procasp7 counter | MEP2-GFP yeast | RPL19A-GFP yeast | EBNA-1 inh | ZTA DNA inh
c1nc2nc3c(c(N4CCNCC4)n2n1)CCCC3 | 105 | 8 | 0 | 7 | 101 | 99 | 5 | 7
Cc1cc(OCC(=O)O)c2c3c(c(=O)oc2c1)CCCC3 | 112 | -7 | 1 | 3 | 103 | 96 | 8 | -11
COc1ccc(C2SCC(=O)Nc3c2c(C)nn3-c2ccccc2)cc1OC (configuration not stated) | 97 | -1 | 0 | 2 | 98 | 102 | -4 | -10
Cc1ccc2c(c1)N(C(=O)CCC(=O)N1CCC3(CC1)OCCO3)CC(C)O2 (configuration not stated) | 110 | 1 | -1 | 5 | 98 | 101 | 11 | 4

Source: PubChem BioAssay (several laboratories)

A portion of the library, so the mix of outcomes need not match the whole.
